Bcl-xL primary – Bcl-xL (human) inhibition; Q07817; GST-Bcl-xL / FITC-Bim BH3 peptide fluorescence polarization; inhibition, % at 10.9 µM; hit rate 0.7% among 320,000;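 active = inhibition above the mean of all tested compounds plus 3 SD, cutoff set per campaign, cut at about 30% in these data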;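 note: 0% = DMSO wells and 100% = unlabeled Bim-BH3 peptide competitor; inhibitors lower millipolarization by displacing the labeled peptide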
Target sequence (Q07817 whole entry, looked up): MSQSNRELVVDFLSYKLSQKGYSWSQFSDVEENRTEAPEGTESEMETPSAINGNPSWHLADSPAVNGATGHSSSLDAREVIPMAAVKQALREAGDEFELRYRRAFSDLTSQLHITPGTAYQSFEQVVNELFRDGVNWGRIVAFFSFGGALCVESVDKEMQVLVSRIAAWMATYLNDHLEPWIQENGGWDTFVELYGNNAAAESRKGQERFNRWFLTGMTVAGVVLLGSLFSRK
MCL1 BIM primary – inhibitors of human MCL1 binding to BIM-BH3 peptide; Q07820; GST-MCL1 / FITC-Bim-BH3 fluorescence polarization; inhibition, % at 10.9 µM; hit rate 0.68% among 320,000;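 active = inhibition above the mean inhibition of all tested compounds plus 3 SD, set per campaign, cut at about 40% in these data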;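 note: 0% = DMSO wells and 100% = unlabeled Bim-BH3 peptide control; higher means more loss of mP so more displacement of Bim peptide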
TPT1 inhibitor – blocks Candida albicans tRNA 2'-phosphotransferase; inhibition, % at 5 µM; hit rate 0.81% among 300,000; recombinant caTPT1, FP RNA substrate dephosphorylation;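 active = inhibition above the mean of all tested compounds plus 3 SD, set per screening campaign, cut at about 24% in these data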;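 note: plate controls were DMSO alone for no effect and ferristatin control at 100 nM for full effect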
GSTO1 inh – GSTO1 inhibition, counter-screen for RBBP9 inhibitors | P78417 | AID 1974 | hit rate 1.1% among 300,000 | inhibition, % at 5.96 µM | recombinant GSTO1, activity-based probe fluorescence polarization;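 active = inhibition above the campaign mean inhibition plus 3 SD, cut at about 35% in these data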;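 note: 0% = GSTO1-1 with DMSO and 100% = wells lacking GSTO1-1 enzyme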
Target sequence (P78417 whole entry, looked up): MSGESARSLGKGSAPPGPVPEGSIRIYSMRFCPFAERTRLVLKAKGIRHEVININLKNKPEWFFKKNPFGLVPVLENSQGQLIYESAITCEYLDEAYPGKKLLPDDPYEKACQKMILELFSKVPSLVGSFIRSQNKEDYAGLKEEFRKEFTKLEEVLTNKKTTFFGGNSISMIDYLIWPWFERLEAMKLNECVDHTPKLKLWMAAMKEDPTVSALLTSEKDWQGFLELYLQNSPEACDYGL
PME-1 primary – blocks human protein phosphatase methylesterase 1. Q9Y570. recombinant PME-1, FP-Rh probe fluorescence polarization. inhibition, % at 5.9 µM. hit rate 0.53% among 320,000. AID 2130;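 active = inhibition above the campaign mean of all compounds plus 3 SD, cut at about 26% in these data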;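 note: competitive labeling of PME-1 active site by serine hydrolase directed probe; 0% = PME-1 with DMSO and 100% = wells lacking PME-1 enzyme; inhibitors block probe labeling so polarization falls and inhibition rises; many of its hits are not listed in these tables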
GLD-1 TGE inh – GLD-1-TGE RNA interaction inhibition (C. elegans); Q17339; purified GLD-1 + fluorescein TGE RNA, fluorescence polarization; inhibition, % at 5.96 µM; hit rate 0.44% among 320,000;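 active = percent inhibition above a per-plate cutoff, the plate mean of test compounds plus 3 SD, cut at about 30% in these data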;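 note: 0% = DMSO wells with GLD-1 and probe and 100% = wells lacking GLD-1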
Target sequence (Q17339 whole entry, looked up): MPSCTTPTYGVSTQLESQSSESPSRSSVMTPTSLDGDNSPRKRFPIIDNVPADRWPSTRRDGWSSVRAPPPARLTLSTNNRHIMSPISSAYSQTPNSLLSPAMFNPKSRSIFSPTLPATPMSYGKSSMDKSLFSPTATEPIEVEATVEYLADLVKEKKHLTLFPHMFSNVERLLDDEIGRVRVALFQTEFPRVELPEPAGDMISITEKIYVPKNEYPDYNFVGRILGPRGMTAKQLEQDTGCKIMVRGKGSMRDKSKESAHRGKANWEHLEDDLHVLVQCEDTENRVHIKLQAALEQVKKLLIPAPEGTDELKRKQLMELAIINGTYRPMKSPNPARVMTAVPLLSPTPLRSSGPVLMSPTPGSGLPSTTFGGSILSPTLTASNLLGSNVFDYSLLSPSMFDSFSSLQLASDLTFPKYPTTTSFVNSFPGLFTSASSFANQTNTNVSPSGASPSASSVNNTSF
Fam108B inh – blocks mouse Fam108B hydrolase in RBBP9 counter-screen. recombinant Fam108B, FP-Rh probe fluorescence polarization. inhibition, % at 9.51 µM. hit rate 0.33% among 300,000. AID 1947;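 active = inhibition above the screen mean inhibition plus 3 SD, computed separately per campaign, cut at about 18% in these data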;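 note: inhibitors lower polarization as less probe binds the enzyme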
PAD4 inh – PAD4 (human) enzyme inhibition. inhibition, % at 6.36 µM. Q9UM07. hit rate 0.41% among 330,000. recombinant PAD4, RCA probe fluorescence polarization;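 active = percent inhibition above a cutoff equal to the mean of all tested compounds plus 3 SD, cut at about 15% in these data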;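 note: 0% = PAD4 with RCA probe and DMSO and 100% = probe without PAD4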
MEX-5 binding – C. elegans MEX-5 TCR-2 RNA binding activity | MEX-5/FITC-TCR2 RNA binding, fluorescence polarization; stronger effect = lower value | AID 1832 | activity score (negative = inhibition of binding), % at 10 µM | hit rate 0.38% among 300,000;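 active = inhibition past about -25% in most replicates, and total fluorescence under double the plate's negative control median, limit read from the data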;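 note: 0% = DMSO and -100% = 5 µM competing unlabeled TCR2 RNA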
* = called active by the depositor; · = not tested or not shown. A portion of the library; count on the stated rates, not on these rows.

SMILES | Bcl-xL primary | MCL1 BIM primary | TPT1 inhibitor | GSTO1 inh | PME-1 primary | GLD-1 TGE inh | Fam108B inh | PAD4 inh | MEX-5 binding
Nc1ncnc2c1nc(N1CCCCC1)n2[C@@H]1O[C@H](CO)[C@@H](O)[C@H]1O | -0.6 | -0.8 | · | · | 4.1 | -7.7 | · | -1.0 | ·
COc1ccc(C(=O)O/N=C(\N)Cc2ccc(Cl)cc2Cl)cc1OC | 2.6 | 8.5 | -1.0 | 4.5 | 0.6 | -1.3 | -2.1 | 3.0 | -5.4
COc1cc(C(=O)Nc2nnc(CC(C)(C)C)s2)c([N+](=O)[O-])cc1OC | 1.0 | 1.5 | 0.7 | 4.0 | -3.3 | 7.7 | 4.0 | -3.1 | 1.4
Cc1ccc(CN2C(=O)CCC2C(=O)NCCc2ccccc2)cc1 (configuration not stated) | 4.2 | 2.9 | -3.2 | 3.8 | 3.0 | 0.9 | 11.8 | 5.0 | -1.7
O=C(CSc1nnc(C2COc3ccccc3O2)o1)Nc1ccc(F)cc1Cl (configuration not stated) | 2.3 | 3.3 | -1.2 | -6.6 | -3.2 | 0.8 | -3.6 | -7.2 | 0.9
O=S(=O)(c1cccc(-c2nc3n(n2)Cc2ccccc2-3)c1)N1CCCCC1 | 2.7 | 2.9 | 0.8 | 1.1 | -0.3 | 3.1 | -2.5 | -0.9 | 0.4
COc1ccccc1NC(=O)CN1CCCCC1 | 3.0 | -6.7 | -3.7 | 4.0 | 2.6 | 1.2 | -6.8 | -6.9 | -0.7
CC(C)Cn1c(N)c(C(=O)COC(=O)c2c(O)c(Cl)cc(Cl)c2Cl)c(=O)n(C)c1=O | 0.7 | -5.9 | · | · | -3.7 | 2.5 | · | 5.4 | ·
Cc1occc1C(=O)NC1CCCN(Cc2ccc(Cl)cc2)C1 (configuration not stated) | 11.5 | 5.2 | -1.4 | -5.2 | 0.7 | -3.0 | 5.8 | -1.0 | 3.8
CCCCSc1ccc(NC(=O)c2cccnc2)cc1 | 75.8* | 77.4* | -5.3 | -0.6 | -2.9 | 41.5* | -4.1 | 3.5 | -0.6
COc1ccc(C)cc1Nc1nc(-c2c[nH]c3ccccc23)cs1 | 10.2 | 6.1 | 31.4* | -8.1 | 8.4 | -2.8 | 10.5 | -29.6 | -0.5
OC[C@@H](O)[C@H](O)C(/C=N/Nc1ccccc1)=N\Nc1ccccc1 | 6.1 | 2.8 | -2.4 | 17.3 | 8.0 | 2.7 | -3.3 | 1.5 | 0.0
CCOC(=O)c1c(/N=C/c2cc(OC)cc([N+](=O)[O-])c2O)sc(C)c1C | 5.6 | 17.6 | -3.8 | 5.1 | 0.6 | -3.5 | -1.2 | -5.9 | -0.7
CC(C)(C)NC(=O)Cn1nnc(-c2ccccc2NC(=O)c2cnccn2)n1 | 8.3 | 7.6 | 1.3 | 2.0 | -0.3 | 4.9 | -3.9 | -3.4 | -3.0
CCOC(=O)C1CCN(C(=O)CN(C)S(=O)(=O)c2cc(C)ccc2OC)CC1 | 5.6 | 6.1 | -0.1 | 5.7 | -1.3 | -4.3 | 0.6 | 1.6 | -0.1
Cn1nc(C(F)(F)F)cc1-c1ccc(S(N)(=O)=O)s1 | -2.5 | -3.4 | -1.3 | -6.1 | -3.7 | 0.4 | -2.4 | 9.9 | -1.2
O=C(COc1ncnc2ccccc12)Nc1ccc(S(=O)(=O)N2CCOCC2)cc1 | -4.3 | -4.7 | -0.8 | 15.6 | -0.8 | 1.3 | 1.4 | -0.9 | -1.0
Cc1cc2c(cc(C(=O)N3CCC(C(=O)NC4CCCC4)CC3)n2Cc2c(F)cccc2Cl)o1 | -0.3 | -3.7 | -2.1 | 6.6 | -0.8 | -4.5 | -0.7 | -1.9 | 0.3
CCOc1ccc2c(C)c(Cl)c(=O)oc2c1 | 10.1 | 4.6 | -8.3 | 5.3 | 4.7 | -3.6 | 2.8 | 0.6 | -1.7
COc1ccc(NC(=O)c2ccco2)cc1NC(=O)c1ccccc1F | 7.7 | 10.6 | -2.8 | 10.6 | 2.3 | -1.3 | 3.0 | 1.6 | 0.8
CCOC(=O)c1c(C)[nH]c(C(=O)OCC(=O)Nc2cccnc2Cl)c1C | -3.1 | -12.6 | 0.4 | 4.2 | 1.1 | 2.0 | 1.7 | 2.1 | -1.5
COc1ccc(N2CSC3=C(C#N)C(c4cc(OC)c(OC)cc4OC)CC(=O)N3C2)c(OC)c1 (configuration not stated) | -9.7 | -12.4 | 5.2 | 38.7* | 0.8 | -13.9 | 8.9 | -9.1 | -1.8
O=C(c1cccc(N2C(=O)C3C4C=CC(C4)C3C2=O)c1)N1CCN(c2ccccc2Cl)CC1 (configuration not stated) | 3.2 | 0.6 | -2.3 | -3.4 | 4.1 | 2.4 | 1.1 | -3.1 | 2.8
COc1ccc(/C=N/NC(=O)CCCC(=O)NC2CCCCC2)cc1 | 0.2 | -0.2 | 1.4 | 0.7 | -4.2 | 1.8 | -2.9 | -3.3 | 1.8
CCCOc1ccc(N2C(=O)CC(SC(=NCC)NCC)C2=O)cc1 (configuration not stated) | 3.3 | 5.5 | -3.8 | 3.7 | 1.2 | 3.5 | 1.6 | -1.1 | -0.1
(next part)
SMILES | Bcl-xL primary | MCL1 BIM primary | TPT1 inhibitor | GSTO1 inh | PME-1 primary | GLD-1 TGE inh | Fam108B inh | PAD4 inh | MEX-5 binding
COc1ccc(CCNC(=O)CCNS(=O)(=O)c2ccc3c(c2)CCN3C(C)=O)cc1OC | 4.7 | 1.9 | -2.9 | 6.6 | 4.3 | 2.6 | 0.9 | 1.2 | ·
CC(C)(C)S(=O)(=O)c1cnc(N2CCOCC2)nc1N | -0.8 | -1.1 | 0.7 | 2.6 | 5.8 | -5.7 | -6.3 | -0.9 | -1.3
COc1ccc(-n2nc3ccc(N)cc3n2)cc1Cl | 9.8 | 17.9 | 2.9 | 53.1* | 10.0 | 4.5 | 12.6 | -3.8 | 0.6
CCOC(=O)CCNC(=O)N1CCCC(N2CCN(c3ccc(OC)cc3)CC2)C1 (configuration not stated) | -1.2 | -7.8 | 2.0 | 1.7 | 1.5 | -4.1 | 0.5 | -5.4 | 1.4
O=C(NCc1ccccn1)c1ccc(Cn2cc(C(F)(F)F)ccc2=O)cc1 | 3.9 | 3.7 | 1.2 | 3.5 | 0.7 | 1.3 | 0.9 | -1.9 | 1.1
Cc1ccc(-c2c(C(=O)N/N=C/c3cccnc3)nnn2-c2nonc2N)cc1 | 3.8 | 7.7 | -2.3 | -7.5 | -1.9 | 2.7 | -3.5 | -2.8 | 1.3
CCCn1c(SCC(=O)OCC)nc(C(F)(F)F)cc1=O | 2.7 | 0.9 | 0.0 | -3.5 | -1.6 | 5.6 | -1.3 | -2.5 | 2.9
CN(CC#CC(O)(c1ccccc1)c1ccccc1)C(C)(C)C | 4.3 | 10.5 | 1.0 | -0.4 | -10.9 | -1.1 | -1.3 | 4.3 | ·
CC(=O)Nc1cccc(S(=O)(=O)N2CCCCCC2)c1 | 0.0 | 1.5 | -3.7 | 1.2 | -6.1 | 2.0 | -2.2 | 2.7 | -1.2
CC(C)(OC(=O)NC(=O)C(F)(F)F)C(C)(C)OC(=O)NC(=O)C(F)(F)F | 7.1 | 3.4 | 0.0 | -1.7 | -0.5 | -5.4 | 4.8 | -1.9 | -1.0
CCn1nc(C)cc1C(=O)N(C)C1CCCN(Cc2ccccc2F)C1 (configuration not stated) | 7.2 | 0.7 | -0.9 | 10.8 | -5.1 | 1.3 | -1.4 | -0.6 | 1.9
CCN(CC)CCNC(=O)Cn1cnc2sc(C)c(S(=O)(=O)N3CCC(C)CC3)c2c1=O | -1.0 | -2.2 | -2.8 | -3.7 | -1.6 | -2.9 | -0.4 | -0.3 | 1.4
CC(=O)Oc1ccc(-c2cc3c(OC(C)=O)cc(OC(C)=O)cc3oc2=O)cc1 | -4.6 | -13.0 | 19.3 | 43.5* | 3.2 | 0.1 | 2.0 | 2.4 | 0.5
CCOc1ccc(CN2CCCC(CO)(Cc3ccc(F)cc3)C2)cc1 (configuration not stated) | 2.6 | -0.7 | -2.6 | 3.2 | 3.5 | 11.3 | -7.7 | -2.3 | 2.2
Cc1nn(-c2ccccc2)c(C)c1/C=N/NC(=O)CSc1nnc(SCc2ccc(Cl)cc2)s1 | -1.8 | 0.6 | 0.6 | -17.0 | -35.9 | -0.1 | -21.9 | -5.3 | 3.9
COc1cc(NC(=O)CN(c2cc(C)cc(C)c2)S(=O)(=O)c2c(C)[nH]c(=O)[nH]c2=O)cc(OC)c1 | 1.7 | 3.3 | -2.2 | -3.5 | -3.6 | 2.5 | -0.2 | -6.3 | -0.6
O=C(c1ccco1)[C@@H]1[C@@H]2C(=O)N(c3ccc(F)cc3)C(=O)[C@@H]2C2c3ccccc3C=CN21 (some centres not stated) | 77.6* | 81.7* | -16.7 | 31.0 | 4.6 | 68.7* | 7.8 | -12.9 | -13.3
CC(C)CN(C(=O)c1ccc([N+](=O)[O-])s1)c1c(N)n(Cc2ccccc2)c(=O)[nH]c1=O | 1.4 | -4.6 | 6.2 | 5.6 | 8.4 | 9.0 | 2.4 | -5.5 | 0.8
Cc1cc(C(=O)NNC(=O)c2ccccc2[N+](=O)[O-])c(C)o1 | 1.3 | 1.2 | · | · | 2.9 | 10.6 | · | 3.4 | ·
CC1(C)Cc2c(sc(/N=C/N3CCCCC3)c2C#N)C(C)(C)N1 | -0.9 | 1.6 | 2.0 | 2.9 | -1.8 | 2.0 | 3.9 | 1.8 | -0.5
COc1ccc2[nH]c(=O)c(CN(Cc3ccc(C)cc3)Cc3nnnn3CC3CCCO3)cc2c1 (configuration not stated) | 0.5 | 0.7 | -2.2 | -2.8 | -0.3 | -2.0 | -0.8 | -1.7 | 0.3
COc1ccc(-c2csc(NC(=O)C3CCCO3)n2)cc1 (configuration not stated) | 4.5 | 2.5 | 0.4 | 10.4 | 9.9 | 1.0 | 6.5 | 6.2 | -3.1
O=C(CN1C(=O)/C(=C/c2ccccc2)Sc2ccccc21)NCCCN1CCOCC1 | 3.1 | 0.8 | -0.4 | 6.5 | 0.8 | -6.0 | 0.6 | -3.8 | 1.8
CN1C(=S)SC(N2OC3C(=O)N(c4ccccc4)C(=O)C3C2c2ccc(Cl)cc2)C1(C)C (configuration not stated) | 5.0 | 4.8 | 1.3 | -4.7 | 2.2 | 7.8 | 0.6 | 1.0 | 0.5
c1coc(C2Nc3ccccc3C3OCCC23)c1 (configuration not stated) | 5.8 | 6.7 | -2.1 | 5.0 | -0.9 | 0.0 | -3.8 | 3.5 | 2.9
COc1ccc(/C=C/C(=O)OCc2csc(-c3ccccc3)n2)cc1OC | -4.8 | -14.5 | 4.1 | 0.1 | 2.6 | 7.2 | -8.6 | 1.3 | 0.9
Cc1ccc(CNC(=O)c2cccc(S(C)(=O)=O)c2)cc1 | 3.3 | -0.4 | 1.2 | 0.4 | 0.1 | 0.2 | -3.3 | 3.0 | -0.5

Part of the list above with just Fam108B inh:
Molecule,Fam108B inh
COc1ccc(C(=O)O/N=C(\N)Cc2ccc(Cl)cc2Cl)cc1OC,-2.1
COc1cc(C(=O)Nc2nnc(CC(C)(C)C)s2)c([N+](=O)[O-])cc1OC,4.0
